Screening data: PubChem, The Scripps Research Institute Molecular Screening Center
M1 PAM parental: M1 PAM counterscreen hit in parental CHO-K1 cells; activation, % at 3 µM; ATP EC20, Fluo-8 calcium fluorescence; 0% at ATP EC20, 100% at ATP max; 360,000 tested, 0.02% active;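 active = activation above the run cutoff, the mean activation of all test compounds plus 3 SD, cut at about 40% in these data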;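 note: peak over basal fluorescence ratio in a 140 s read after ATP addition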
OXTR ag: activates the human oxytocin receptor; P30559; CHO-OTR cells, Fluo-8 calcium fluorescence; normalized: DMSO 0%, oxytocin 100%; activation, % at 3 µM; 320,000 tested, 0.32% active; AID 2435;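 active = activation above the mean of all tested compounds plus 3 SD, cutoff set per screening run, cut at about 20% in these data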;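 note: peak over basal fluorescence ratio from a 100 s FLIPR kinetic read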
Target sequence (P30559 whole entry, looked up): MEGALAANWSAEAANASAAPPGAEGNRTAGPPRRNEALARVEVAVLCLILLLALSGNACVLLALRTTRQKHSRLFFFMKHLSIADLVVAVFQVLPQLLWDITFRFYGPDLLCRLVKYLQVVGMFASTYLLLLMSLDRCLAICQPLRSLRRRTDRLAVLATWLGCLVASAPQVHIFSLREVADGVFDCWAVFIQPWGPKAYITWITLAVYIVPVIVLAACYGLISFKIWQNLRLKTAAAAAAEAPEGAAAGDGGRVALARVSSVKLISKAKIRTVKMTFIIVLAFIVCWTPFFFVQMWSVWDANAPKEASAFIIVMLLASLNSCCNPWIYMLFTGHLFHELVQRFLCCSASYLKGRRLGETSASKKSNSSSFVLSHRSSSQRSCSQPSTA
TAAR1 antagonist: antagonists of human TAAR1 | Q96RJ0 | CHO RD-HGA16 TAAR1, Fluo-8 calcium fluorescence, antagonist | inhibition, % at 3 µM | 360,000 tested, 1.5% active;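 active = inhibition above a per-plate cutoff, the mean inhibition of test compounds on that plate plus 3 SD, cut at about 49% in these data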;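 note: 0% = DMSO plus EC80 beta-PEA response and 100% = DMSO alone without agonist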
Target sequence (Q96RJ0 whole entry, looked up): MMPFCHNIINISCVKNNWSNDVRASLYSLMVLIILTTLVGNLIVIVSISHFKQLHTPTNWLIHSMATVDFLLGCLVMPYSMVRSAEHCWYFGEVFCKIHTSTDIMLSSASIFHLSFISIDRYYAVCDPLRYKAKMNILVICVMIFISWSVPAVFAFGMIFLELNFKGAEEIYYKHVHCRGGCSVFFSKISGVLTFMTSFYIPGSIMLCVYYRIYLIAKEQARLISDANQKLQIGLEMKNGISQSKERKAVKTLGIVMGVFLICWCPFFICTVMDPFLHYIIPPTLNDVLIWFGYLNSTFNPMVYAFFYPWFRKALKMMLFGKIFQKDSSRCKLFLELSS
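Test system: CHO RD-HGA16 cells bearing hTAAR1 | Reagent: β-PEA, EC80 | Compound dosing: 3 µM, single point | Schedule: Dye loading 75 min at 37 °C, then 30 min room temperature | Signal: Calcium fluorescence with Fluo-8 | Evaluation: Percent inhibition of PEA-evoked calcium signal, max/basal emission ratio | Control set: DMSO-only wells and EC80 β-PEA-stimulated wells | Repeats: Singlicate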
CHO-K1 Ca antag: nonselective inhibitor or artifact in parental CHO-K1 cells. ATP-induced calcium, Fluo-8 fluorescence. 360,000 tested, 0.6% active. inhibition, % at 3 µM;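 active = inhibition above a per-plate cutoff, the plate's mean sample inhibition plus 3 SD, cut at about 24% in these data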;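 note: 0% = DMSO plus EC80 ATP and 100% = DMSO alone without ATP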
CHO parental Ca: counter-screen for OX1R antagonists: effect in parental CHO cells | parental CHO-K1, ATP-induced calcium, Fluo-8 fluorescence | inhibition, % at 5.6 µM | 330,000 tested, 0.63% active | AID 463079;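 active = inhibition above that plate's mean sample inhibition plus 3 SD, cut at about 26% in these data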;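 note: 0% = ATP-challenged DMSO wells and 100% = DMSO wells without ATP; some compounds past the cut are filed as inactive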
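Material – parental CHO cells · Reagent – ATP stimulus · Compound – single nominal dose of 5.6 µM per compound · Detection – Fluo-8 fluorescence · Read-out basis – percent inhibition of calcium signal · Controls – ATP-challenged DMSO wells low, unchallenged DMSO wells high · Repeats – no replicates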
CHO-K1 Ca ag: counter-screen for M1 agonists: effect in parental CHO-K1 cells; Fluo-8 calcium fluorescence; scaled to maximal ATP response, vehicle zero; activation, % at 3 µM; 360,000 tested, 0.48% active; AID 602248; in the data active = activation above about 15%;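 note: untransfected CHO-K1 host cells lacking M1 receptor as counterscreen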
OXTR potentiator: human OXTR potentiation; 320,000 tested, 0.061% active; CHO-OTR cells, Fluo-8 calcium fluorescence, potentiator mode; 0% = oxytocin EC15, 100% = EC100; activation, % at 3 µM; P30559; AID 2445;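 active = activation above that plate's cutoff, the mean activation of tested compounds plus 3 SD, cut at about 6.6% in these data, passing the limit was not always enough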;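 note: 100% uses oxytocin at 75 nM as the full agonist control; some results filed as inactive read as strong as hits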
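System: human OTR in CHO cells / Also added: sub-maximal oxytocin, roughly EC15 / Control set: EC15 oxytocin low, 75 nM oxytocin high / Schedule: 6 min compound pre-incubation at room temperature, 100 s kinetic read / Compound: single-point 3.0 µM / Replication: singlicate / Technique: Fluo-8 calcium dye fluorescence / Read-out basis: % activation of max/min ratio relative to oxytocin controls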
V1aR counter: V1a receptor agonism, counter-screen for OXTR agonists | AID 2797 | 320,000 tested, 0.25% active | CHO-V1R cells, Fluo-8 calcium fluorescence, agonist mode; 0% DMSO, 100% 3 nM vasopressin | activation, % at 3 µM;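 active = activation above the mean activation of all tested compounds plus 3 SD, per screening run, cut at about 20% in these data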;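 note: signal is peak over basal fluorescence ratio across a 100 second FLIPR read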
GPR7 antagonist: human neuropeptides B/W receptor 1 antagonism | P48145 | GPR7-expressing cells, fluorescence antagonist assay | inhibition, % at 4.4 µM | 290,000 tested, 1.1% active | AID 1861; in the data active = inhibition above about 16%, passing the limit was not always enough;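 note: cells stimulated with the agonist NPW; 0% = agonist with vehicle and 100% = vehicle without agonist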
* hit, by the source's call; . = no result given.

Values run as follows: TAAR1 antagonist, CHO-K1 Ca ag, V1aR counter, OXTR ag, M1 PAM parental, GPR7 antagonist, OXTR potentiator, CHO-K1 Ca antag, CHO parental Ca
[1] COC(=O)[C@H](CC(C)C)N1Cc2cc(OC)cc(OC)c2-c2ccccc2S1(=O)=O
→ 13, -0.2, ., ., 2, ., ., -2, -22
[2] CCc1ccc(OCc2nnc(SCC(=O)N3CCOCC3)o2)cc1
→ -17, 0.9, 1.5, -0.2, 14, 1, -11, -11, -6
[3] Clc1ccc2nc3ccccn3c2c1
→ -23, -0.1, -0.8, -1.8, 9, -17, -17, -14, -2
[4] CS(=O)(=O)Nc1nnc(SCC(=O)Nc2cccc([N+](=O)[O-])c2)s1
→ -1, 0.3, 0.4, 0.9, 0, -5, 0, 0, 9
[5] Cc1noc(C)c1C(=O)NCc1ccco1
→ 2, 0.4, 0.3, 0.2, 10, -11, -4, -4, -4
[6] CCOC(=O)c1cnc2c([N+](=O)[O-])cnn2c1C
→ 21, -0.1, -0.3, 0.0, -10, -4, -3, -2, -2
[7] COc1ccc(C2C(C(N)=O)=C(C)Nc3nc(-c4cccc(Cl)c4)nn32)cc1OC (stereo not drawn)
→ -5, 0.1, -0.1, -0.2, -4, -9, -11, -4, -13
[8] CCC(CC)C(=O)NCCc1cc2c(OC)ccc(OC)c2[nH]c1=O
→ 14, 0.0, -1.1, -0.5, -7, -7, -8, -5, -21
[9] O=C(c1ccc([N+](=O)[O-])o1)N1CCc2ccccc21
→ -4, -0.4, -0.8, -1.5, -13, -15, -2, 6, -11
[10] O=C(Nc1ccc(Cl)cc1)NC1CCCCC1
→ 25, 1.7, 3.4, 0.5, 12, -20, -9, -5, 5
[11] O=C(c1ccsc1)N1CCCC(N2CCN(c3cccc(C(F)(F)F)c3)CC2)C1 (stereo not drawn)
→ -4, 8.8, 1.6, -1.2, -3, -9, -1, 5, -17
[12] CCc1ccc(-c2ccc(SCC(=O)NC3CCCC3)nn2)cc1
→ -14, 0.3, ., ., 11, ., ., 3, .
[13] CN(c1ccccc1)S(=O)(=O)c1cc(C(=O)N2CCN(c3ccccn3)CC2)ccc1Cl
→ 60*, 2.6, 1.5, -0.9, 2, -14, -20, 1, -11
[14] Cc1ccnc(NC(=O)C2CC(=O)N(c3ccc4c(c3)OCCO4)C2)c1 (stereo not drawn)
→ -8, 3.0, -0.3, 0.0, -4, 1, -10, 4, -7
[15] CC(=O)Nc1ccc(S(=O)(=O)NCC2CCC(C(=O)NCCc3ccccc3)CC2)cc1 (stereo not drawn)
→ -10, 0.6, 1.1, 0.1, -1, -13, -7, -14, 0
[16] O=C(Nc1ccccc1N1CCOCC1)C1CCN(S(=O)(=O)c2ccc(Cl)cc2)CC1
→ 2, 5.2, -1.3, 0.0, 6, -12, -2, -4, -12
[17] CCOC(=O)C1CN(S(=O)(=O)c2ccc(OC)cc2)c2cc(CC(=O)OC)ccc2O1 (stereo not drawn)
→ -10, 0.4, -0.2, -1.8, 11, 4, -17, 4, -16
[18] CCOC(=O)N1CCN(C(=O)CN(C2CCCCC2)S(=O)(=O)c2ccc(Cl)cc2)CC1
→ 15, 0.1, -0.3, -1.3, 4, -2, -7, -11, -9
[19] Cc1ccc(C(=O)NNC(=S)Nc2cccc3ccccc23)s1
→ 3, 0.2, 0.7, 1.6, -2, -3, -6, -8, -11
[20] CN(NC1CC(=O)N(c2ccccc2)C1=O)c1ccccc1 (stereo not drawn)
→ -7, -0.1, 0.1, 0.7, 3, -3, 3, -6, 0
[21] COC(=O)[C@@]12CCCCN1[C@H](c1ccc(-c3ccc(Cl)c(Cl)c3)c(OC)c1)[C@@H]1C(=O)N(C)C(=O)[C@@H]12
→ 2, -0.3, ., ., -5, ., ., 3, .
[22] CCCc1cc(O)c2c(C)cc(=O)oc2c1
→ -6, 3.6, 5.9, 5.7, 8, -6, -11, -12, -2
[23] COc1ccccc1N1CCN(C2CCCN(C(=O)C3=NN(C)C(=O)CC3)C2)CC1 (stereo not drawn)
→ -15, 0.2, 0.4, 0.7, -8, -10, 1, -5, -13
[24] CCc1ccc(NC(=O)C(=S)NC2CCCCC2)cc1
→ -43, 0.5, 1.1, 0.2, 7, -13, -4, -11, -16
[25] O=C(NCCN1CCOCC1)c1ccc(=O)oc1
→ 6, 0.2, -0.5, 0.0, 13, 8, -13, -10, 2
[26] O=C(Nc1ccnc(-c2ccncc2)n1)c1ccccc1Cl
→ 25, -0.4, 2.2, 0.8, 5, -1, -16, -9, -12
[27] Cc1ccc(C(=O)c2ccc(C(F)(F)F)cc2)cc1
→ ., ., 0.1, -0.5, ., 4, -12, ., -3
[28] C=CC[C@@H](CC(=O)N[C@H](CO)Cc1ccccc1)C(=O)N[C@@H](C)COC(=O)[C@@H](CC=C)CC(=O)OC(C)(C)C
→ 6, 0.7, 0.3, -0.3, 15, ., -3, -13, -21
[29] O=C(CN1C(=O)COc2ccccc21)N1CCN(C2CCCCC2)CC1
→ 4, 0.2, 0.6, -0.1, 13, -5, -5, 3, -8
[30] COc1cccc(Oc2nc(-c3ccncc3)nc3ccccc23)c1
→ -27, 0.2, -0.6, -0.2, -2, -6, -2, -5, -23

Of the compounds above, 2 contain a CF3 group.
Values run as follows: TAAR1 antagonist, CHO-K1 Ca ag, V1aR counter, OXTR ag, M1 PAM parental, GPR7 antagonist, OXTR potentiator, CHO-K1 Ca antag, CHO parental Ca
[11] O=C(c1ccsc1)N1CCCC(N2CCN(c3cccc(C(F)(F)F)c3)CC2)C1 (stereo not drawn)
→ -4, 8.8, 1.6, -1.2, -3, -9, -1, 5, -17
[27] Cc1ccc(C(=O)c2ccc(C(F)(F)F)cc2)cc1
→ ., ., 0.1, -0.5, ., 4, -12, ., -3

Carrying on.
Values run as follows: TAAR1 antagonist, CHO-K1 Ca ag, V1aR counter, OXTR ag, M1 PAM parental, GPR7 antagonist, OXTR potentiator, CHO-K1 Ca antag, CHO parental Ca
[31] CCC1=NC(c2ccccc2)N(O)C1(C)C (stereo not drawn)
→ 4, 0.5, -0.6, 0.6, 20, -3, -19, -13, -12
[32] O=C(Cn1cnc2cc([N+](=O)[O-])ccc2c1=O)Nc1cccc2ccccc12
→ -10, 12, 0.0, 1.0, 25, 25*, -6, -13, -1
[33] Cc1ccc(-n2nnnc2SCC(=O)N2CC(=O)Nc3ccccc32)cc1
→ 11, 2.2, 0.9, -0.9, 26, -2, -9, -15, -13
[34] CCOC(=O)C1=C(COC(=O)C2CC(=O)N(c3ccc(CC)cc3)C2)NC(=O)NC1C (stereo not drawn)
→ 3, 2.2, 2.7, 2.1, -19, ., -7, 0, -20
[35] CC1CCCN(CCCNC(=O)C2CC(=O)N(CCc3ccccc3)C2)C1 (stereo not drawn)
→ -38, 0.9, 0.3, 0.1, 3, 0, -7, -15, -7
[36] O=C(NC1CCCc2ccccc21)c1n[nH]c(=O)c2ccccc12 (stereo not drawn)
→ -6, 0.6, -0.6, -1.8, -12, -15, -10, -13, -20
[37] O=C(N/N=C1\NC(=O)C(CO)(CO)S1)c1ccccc1
→ -8, 0.6, 0.7, 0.8, 14, -12, -2, -7, -2
[38] CC(OC(=O)C1=Cc2ccccc2OC1)C(=O)NC1CCCC1 (stereo not drawn)
→ -17, 0.9, 0.4, -0.8, 7, -10, -5, -16, -5
[39] CCCc1cc(=O)oc2cc(C)cc(O)c12
→ 15, 5.8, 6.6, 10, -2, -14, -7, 6, -6
[40] Nc1cc2c(cc1Cl)-c1ccccc1C2
→ 0, 0.2, ., ., 13, ., ., -3, .
[41] CC(=O)Nc1ccc(NC(=O)C2CCN(S(C)(=O)=O)CC2)cc1
→ -7, 0.2, ., ., 8, ., ., -7, .
[42] Cc1ccc(S(=O)(=O)c2cc3c(=O)n4ccccc4nc3n(C3CCCC3)c2=N)cc1
→ -13, -0.3, 1.2, 0.1, -11, -2, -9, -1, -2
[43] COc1cccc(-n2cnc3sc(C)c(C)c3c2=O)c1
→ -5, 0.2, -0.3, -2.5, 28, -3, -3, -3, -11
[44] O=C(Nc1nnc(C2CCCO2)s1)c1ccc(Br)cc1 (stereo not drawn)
→ -2, 0.9, -0.1, 0.5, 22, 5, 0, -11, -9
[45] CCC(C)[C@H](NC(=O)N1CCCCC1)C(=O)OC (stereo partly drawn)
→ 9, 0.1, -0.3, 0.5, -16, -12, -4, 7, 7

Compounds above that have a nitro group on carbon (4):
Values run as follows: TAAR1 antagonist, CHO-K1 Ca ag, V1aR counter, OXTR ag, M1 PAM parental, GPR7 antagonist, OXTR potentiator, CHO-K1 Ca antag, CHO parental Ca
[4] CS(=O)(=O)Nc1nnc(SCC(=O)Nc2cccc([N+](=O)[O-])c2)s1
→ -1, 0.3, 0.4, 0.9, 0, -5, 0, 0, 9
[6] CCOC(=O)c1cnc2c([N+](=O)[O-])cnn2c1C
→ 21, -0.1, -0.3, 0.0, -10, -4, -3, -2, -2
[9] O=C(c1ccc([N+](=O)[O-])o1)N1CCc2ccccc21
→ -4, -0.4, -0.8, -1.5, -13, -15, -2, 6, -11
[32] O=C(Cn1cnc2cc([N+](=O)[O-])ccc2c1=O)Nc1cccc2ccccc12
→ -10, 12, 0.0, 1.0, 25, 25*, -6, -13, -1
